# NTR1 agonist: NTR1-driven beta-arrestin-GFP spot formation – imaging, U2OS cells, high content, primary screen (AID 493036); agonist mode; 330,000 tested, 0.17% active; P30989; activation, % at 20 µM;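 active = activation at or above 40% of the spot to cytoplasm intensity ratio, with at least 20 cells analyzed; inconclusive = wells under 20 cells, flagged as cytotoxic or low count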;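 also: 0% = DMSO without peptide and 100% = 100 nM NTR1 peptide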
# Target sequence (P30989 whole entry, looked up): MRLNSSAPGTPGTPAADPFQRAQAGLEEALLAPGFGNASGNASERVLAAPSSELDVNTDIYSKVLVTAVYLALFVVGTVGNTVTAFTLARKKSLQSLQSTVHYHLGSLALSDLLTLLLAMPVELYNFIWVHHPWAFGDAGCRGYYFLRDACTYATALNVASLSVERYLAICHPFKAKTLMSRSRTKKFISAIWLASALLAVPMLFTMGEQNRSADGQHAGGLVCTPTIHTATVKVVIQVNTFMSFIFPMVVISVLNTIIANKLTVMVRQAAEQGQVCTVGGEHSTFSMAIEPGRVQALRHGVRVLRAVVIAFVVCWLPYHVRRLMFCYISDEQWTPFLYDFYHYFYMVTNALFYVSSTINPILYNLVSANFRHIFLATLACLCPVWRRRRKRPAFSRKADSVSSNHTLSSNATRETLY
# T cell HTS: modulates CD8 T cell binding to vesicles. 2C CD8+ T cell-vesicle binding, flow cytometry; stronger effect = lower value. calls only at 7 µM. 330,000 tested, 0.068% active;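 active = response, share of CD8 T cells binding vesicles, and their 90th percentile fluorescence all below set limits, cut at about 80% in these data, passing the limit was not always enough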
#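 Also added: QL9-peptide-loaded Drosophila micro-vesicles bearing Ld, ICAM-1 and B7-1; Test system: purified 2C TCR transgenic mouse naive CD8+ T cells; Measured by: cytometric PE anti-B7-1 and Alexa647 anti-CD8 signals after 1% paraformaldehyde fixation; Timing: binding step 1.5 h, 37 °C, antibody labelling 20 min, ice.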
# Myeloid diff 2: promotes myeloid progenitor differentiation; ER-HoxA9 myeloid progenitors, lysozyme-GFP differentiation, flow cytometry; calls only at 10 µM; 360,000 tested, 1% active;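 active = normalized GFP-positive differentiation at or above the plate's own cutoff, the solvent-only control mean plus 3 SD; inconclusive = no clear call, values can overlap the other calls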;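 also: cells exposed to compound for four days before flow analysis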
# T cell HTS vesicle-bound %: second read-out of T cell HTS, no call of its own (marks repeat the call); double positive events, %; measured here: CD8+ vesicle-bound cell fraction;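 binding gate set so that unloaded-vesicle control wells show 10% double positive cells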
# NTR1 agonist cell count 20 µM: recorded beside NTR1 agonist, whose call it bears; cell count; measured here: cell count, cytotoxicity flag
# Myeloid diff 2 GFP+ MAC1+ %: second read-out of Myeloid diff 2, no call of its own (marks repeat the call); GFP+ MAC1+ double positive, %; measured here: differentiation confirmed by MAC1 staining
# * marks the source's active call; other numbers are inactive results; i = inactive; ? = inconclusive; . = no result given; + = active, no number. Only part of the results is shown; rates above refer to the full screens.
SMILES,NTR1 agonist,NTR1 agonist cell count 20 µM,T cell HTS,T cell HTS vesicle-bound %,Myeloid diff 2,Myeloid diff 2 GFP+ MAC1+ %
Cn1c2c(c(=O)n(C)c1=O)C(c1ccccc1OC(F)F)C1=C(CCCC1=O)N2 (stereo not drawn),0.6,83,i,23,i,1.2
Cc1cc(=O)[nH]c(SCC(=O)NC2CCCCCCC2)n1,2.0,57,i,57,i,0.2
CCCn1c(=O)c2[nH]c(-c3ccc(S(=O)(=O)O)cc3)nc2n(CCC)c1=O,0.3,50,i,37,i,1.9
CCCCCC(=O)Nc1cccc(S(=O)(=O)NC2=NCCC2)c1,3.2,92,i,31,i,0.6
Cc1ccccc1C(=O)OCC(=O)N(C)c1c(N)n(Cc2ccccc2)c(=O)[nH]c1=O,-0.1,48,i,40,i,0.6
CC(C)CCN1C(=O)c2ccc(C(=O)N3CCCCC3)cc2C1=O,0.6,67,i,54,i,1.0
COc1ccc(S(=O)(=O)NCc2ccccn2)cc1NC(=O)c1ccccc1C,-2.0,65,i,54,?,.
COc1ccc(CN(C)C(=O)Cn2ccc(NC(=O)OCc3ccccc3)nc2=O)cc1OC,0.4,51,i,34,i,1.6
C[C@]12CCC(=O)C=C1CCC1C2CC[C@@]2(C)C1CCC21OCCO1 (stereo partly drawn),0.0,62,i,57,i,1.4
COc1ccc(-c2coc3cc(O[C@@H]4O[C@H](CO)[C@@H](O)[C@H](O)[C@H]4O)ccc3c2=O)cc1,-2.6,58,i,6,i,1.1
O=C(CCNC(=O)c1ccc([N+](=O)[O-])cc1)Nc1cc(Cl)ccc1N1CCOCC1,-2.1,68,i,32,i,1.5
COCCN(Cc1nc2ccccc2c(=O)[nH]1)C(=O)c1cccc(S(=O)(=O)N2CCCC2)c1,-2.2,76,i,27,i,0.8
Cc1cccc(C)c1NC(=O)C1CSC2(C)CCC(=O)N12 (stereo not drawn),0.6,71,i,59,i,1.0
Cc1cccc(C)c1NC(=O)CCCSc1nnc(-c2ccco2)o1,0.8,86,i,56,i,2.4
Cc1ccc(C)c(N2N=C(C(=O)OCc3nnc(-c4ccccc4)o3)CCC2=O)c1,1.2,53,i,25,i,1.7
CCC1CCCCN1C(=O)COC(=O)c1cc(C)nc2ccccc12 (stereo not drawn),2.6,71,i,28,i,1.1
CCC(=O)NC(c1ccc(C)cc1)c1cc(Cl)c2cccnc2c1O (stereo not drawn),2.9,54,i,8,i,11
Cc1cc(=O)oc2cc(NC(=O)C(C)Oc3ccccc3)ccc12 (stereo not drawn),-0.3,50,i,44,i,0.9
CN(CC(=O)Nc1ccc(N2CCOCC2)cc1)C(=O)CCNC(=O)c1ccccc1Cl,2.3,52,i,20,i,0.7
CCOC(=O)C1CCN(C(=O)CN2C(=O)c3ccccc3S2(=O)=O)CC1,0.0,51,+,.,i,0.5

# Three compounds picked at random from the list so far, as already listed:
SMILES,NTR1 agonist,NTR1 agonist cell count 20 µM,T cell HTS,T cell HTS vesicle-bound %,Myeloid diff 2,Myeloid diff 2 GFP+ MAC1+ %
CCOC(=O)C1CCN(C(=O)CN2C(=O)c3ccccc3S2(=O)=O)CC1,0.0,51,+,.,i,0.5
O=C(CCNC(=O)c1ccc([N+](=O)[O-])cc1)Nc1cc(Cl)ccc1N1CCOCC1,-2.1,68,i,32,i,1.5
CC(C)CCN1C(=O)c2ccc(C(=O)N3CCCCC3)cc2C1=O,0.6,67,i,54,i,1.0

# The results go on:
SMILES,NTR1 agonist,NTR1 agonist cell count 20 µM,T cell HTS,T cell HTS vesicle-bound %,Myeloid diff 2,Myeloid diff 2 GFP+ MAC1+ %
Cc1ccc(C)c(NC(=O)CN(C)C(=O)C2CCCC2)c1,0.7,54,i,15,i,0.4
CCN(C(=O)COC(=O)c1nc(Cl)ccc1Cl)C1CCS(=O)(=O)C1 (stereo not drawn),-1.2,66,i,31,i,0.8
O=C(Nc1nnc(C2CC2)s1)c1ccc(Cl)nc1,2.8,48,i,48,i,0.4
Cc1nn(-c2ccccc2)c(C)c1NC(=O)COC(=O)c1ccc(S(=O)(=O)C(F)F)cc1,2.6,78,i,24,i,0.9
Cc1ccc(-c2nn(-c3ccc(F)cc3)cc2C(=O)N2CCN(C3CCS(=O)(=O)C3)CC2)cc1 (stereo not drawn),0.2,55,i,16,i,0.6
C=CC[C@@H](CC(=O)N[C@H](CO)Cc1ccccc1)C(=O)N[C@H](C)COC(=O)[C@@H](CC=C)CC(=O)OC(C)(C)C,4.0,39,i,8,i,2.2
Cc1ccc(CN2CCN(c3ccccc3Cl)CC2)o1,-0.2,63,i,40,i,0.3
COc1ccc(C(=O)NCC(=O)OCC(=O)NC2CCCCCC2)cc1OC,0.9,55,i,29,i,0.2
CCN(CC)C(=O)[C@H]1CC(CC(=O)NCC23CC4CC(CC(C4)C2)C3)C(=O)N2CCc3c([nH]c4ccccc34)[C@]12C (stereo partly drawn),28,67,i,14,i,0.4
COc1ccc(NC(=O)COC(=O)C(NC(=O)c2ccc(C)cc2)C(C)C)cn1 (stereo not drawn),-0.6,63,i,40,i,0.7
CN(CC(=O)Nc1ccc(Cl)c(C(F)(F)F)c1)C(=O)c1cccs1,1.1,61,i,46,i,0.6
O=C(Cn1nc(C(=O)O)c2ccccc2c1=O)Nc1ccc(Cl)c(S(=O)(=O)N2CCOCC2)c1,1.5,48,i,20,i,1.5
Cc1cc(OCC(=O)N(Cc2ccco2)c2c(N)n(Cc3ccccc3)c(=O)[nH]c2=O)ccc1Cl,2.3,52,i,24,i,0.4
Cc1cccc(C)c1NC(=O)CNC(=O)Cn1nc(C)c(C)c(C#N)c1=O,-1.5,64,i,16,i,0.5
Cc1cc(C(=O)CN2C(=O)NC(C)(c3cc(F)ccc3F)C2=O)c(C)n1C1CC1 (stereo not drawn),2.4,54,i,35,i,1.1
CCN(C(=O)c1cccc(Br)c1)C1CCS(=O)(=O)C1 (stereo not drawn),0.0,69,i,37,i,0.4
CC1CC(C)CN(S(=O)(=O)c2ccc3c(c2)CC(=O)N3)C1 (stereo not drawn),1.4,104,i,8,i,0.8
CN(C)S(=O)(=O)c1ccc(N2CCCC2)c(C(=O)N2CCC(C(N)=O)CC2)c1,-0.7,67,i,44,i,0.9
O=C(CSc1nc2c(cnn2-c2cccc(Cl)c2)c(=O)[nH]1)NCC1CCCO1 (stereo not drawn),0.8,67,i,39,i,1.1
CCCn1c(NC(=O)C2CCN(C(=O)c3ccccc3C)CC2)nc2ccccc21,0.9,89,i,43,i,0.5

# Structures above that contain an NH in an aromatic ring, in the order listed:
SMILES,NTR1 agonist,NTR1 agonist cell count 20 µM,T cell HTS,T cell HTS vesicle-bound %,Myeloid diff 2,Myeloid diff 2 GFP+ MAC1+ %
Cc1cc(=O)[nH]c(SCC(=O)NC2CCCCCCC2)n1,2.0,57,i,57,i,0.2
CCCn1c(=O)c2[nH]c(-c3ccc(S(=O)(=O)O)cc3)nc2n(CCC)c1=O,0.3,50,i,37,i,1.9
Cc1ccccc1C(=O)OCC(=O)N(C)c1c(N)n(Cc2ccccc2)c(=O)[nH]c1=O,-0.1,48,i,40,i,0.6
COCCN(Cc1nc2ccccc2c(=O)[nH]1)C(=O)c1cccc(S(=O)(=O)N2CCCC2)c1,-2.2,76,i,27,i,0.8
CCN(CC)C(=O)[C@H]1CC(CC(=O)NCC23CC4CC(CC(C4)C2)C3)C(=O)N2CCc3c([nH]c4ccccc34)[C@]12C (stereo partly drawn),28,67,i,14,i,0.4
Cc1cc(OCC(=O)N(Cc2ccco2)c2c(N)n(Cc3ccccc3)c(=O)[nH]c2=O)ccc1Cl,2.3,52,i,24,i,0.4
O=C(CSc1nc2c(cnn2-c2cccc(Cl)c2)c(=O)[nH]1)NCC1CCCO1 (stereo not drawn),0.8,67,i,39,i,1.1

# The list continues:
SMILES,NTR1 agonist,NTR1 agonist cell count 20 µM,T cell HTS,T cell HTS vesicle-bound %,Myeloid diff 2,Myeloid diff 2 GFP+ MAC1+ %
CCN(c1ccccc1)S(=O)(=O)c1ccc(C(=O)N2CCCC(C(F)(F)F)C2)cc1 (stereo not drawn),1.4,55,i,23,i,1.3
Cc1cccc(/N=C/c2ccccn2)n1,0.1,41,i,14,i,0.4
CCOC(=O)N1CCC(NCCNC(=O)c2ccc(F)cc2)CC1,-0.5,58,i,14,i,1.0
Cc1cc(C)nc(NNS(=O)(=O)c2c(F)cc(F)cc2Br)n1,0.5,55,i,27,i,1.0
CN(CCCCCCCCCCN(C)C(=O)Oc1cccc([N+](C)(C)C)c1)C(=O)Oc1cccc([N+](C)(C)C)c1,-2.8,46,i,25,i,2.3
CCN1C(=O)[C@H]2[C@@H](c3ccc(-c4ccc(OC)cc4)cc3)N[C@@](C)(C(=O)OC)[C@H]2C1=O,0.0,66,i,35,i,1.1
CC(=O)Nc1ccc(NC(=O)COC(=O)/C=C/c2ccc3c(c2)OCO3)cc1,-1.7,58,i,34,i,0.5
COc1ccccc1C(=O)NC(=O)COC(=O)CCS(=O)(=O)c1ccc(C)cc1,0.3,65,i,28,i,1.8
Cc1nnc(SC(C)C(=O)N(C)C2CCCCC2)n1N (stereo not drawn),0.7,39,i,43,i,1.4
COc1ccc(CN2CCCCCC2)cc1OC,1.9,48,i,38,i,0.6
COc1cc(C(=O)COC(=O)c2ccco2)cc(OC)c1OC,-0.7,67,i,33,i,0.3
Cc1ccc(OCCC(=O)Nc2ccc(S(=O)(=O)Nc3nccs3)cc2)cc1,1.0,47,i,20,i,0.8
Cc1ccc(S(=O)(=O)N2CCCCC2)cc1NC(=O)Cn1ncc(Cl)c(Cl)c1=O,0.0,32,i,41,?,.
CCN1CCN(c2ccc(S(=O)(=O)N3CCCCC3)cc2NC(=O)Cc2ccccc2F)CC1,1.3,54,i,30,i,0.5
O=C1C(=O)N(CCCn2ccnc2)C(c2ccc([N+](=O)[O-])cc2)/C1=C(\O)c1ccc2c(c1)OCCO2 (stereo not drawn),-0.6,134,+,.,i,0.5
CC(C)CC1NC(=O)N(CC(=O)Nc2cc([N+](=O)[O-])ccc2F)C1=O (stereo not drawn),-1.2,41,i,53,i,0.1
COC(=O)[C@@]12CCCCN1[C@H](c1ccc(SC3CCCCC3)c(OC)c1)[C@@H]1C(=O)N(C)C(=O)[C@@H]12,23,57,i,26,i,1.5
CCN(C[C@H]1N[C@@](C)(C(=O)OC)[C@H]2C(=O)N(Cc3ccccc3)C(=O)[C@@H]12)S(=O)(=O)c1ccc(OC)cc1,1.1,62,i,19,i,1.1
O=C(COc1coc(CN2CCc3ccccc3C2)cc1=O)Nc1ccc(F)cc1,12,49,i,44,i,0.5
COc1ccc(NC(=O)CN2CCN(S(=O)(=O)c3cccs3)CC2)cc1Cl,2.6,50,i,48,i,0.9
Cc1occc1-c1nnc(SCc2nnc(-c3ccc(Cl)cc3)o2)n1C,-1.0,46,i,30,i,0.6
O=C(Nc1cc(C2CC2)nn1-c1ccccc1)c1ccc(F)cc1,-2.4,44,i,14,i,2.0
Cn1cncc1C#Cc1c(C=O)n(C)c2ccccc12,0.5,60,i,45,i,0.9
O=C(COC(=O)c1ccccc1SCC(=O)N1CCCC1)NC1CCS(=O)(=O)C1 (stereo not drawn),0.4,60,i,20,i,0.4
CCCCn1c(N)c(N(CC(C)C)C(=O)C2CCN(S(=O)(=O)c3ccc(C)cc3)CC2)c(=O)[nH]c1=O,2.4,50,i,52,i,0.6
COc1ccc(S(=O)(=O)NC(CC(C)C)C(=O)NC(C)c2cccs2)cc1 (stereo not drawn),-0.6,51,i,27,i,0.8
Cc1ccc(S(=O)(=O)NC2CCCCCC2)cc1,2.9,67,i,45,i,1.4
CC(C)CN(C(=O)CSc1nc2ccccc2c(=O)[nH]1)c1c(N)n(CC(C)C)c(=O)[nH]c1=O,-1.6,70,i,8,i,0.3
COC(=O)[C@@]12CCCN1[C@H](c1ccc(-c3ccc(OC)cc3)c(OC)c1)[C@@H]1C(=O)N(C)C(=O)[C@@H]12,1.6,44,i,32,i,0.5
Cc1ccccc1COn1nnc2ccc(S(=O)(=O)N3CCOCC3)cc21,-0.1,62,i,45,i,1.1
CCC1CCCCN1C(=O)COC(=O)c1cccs1 (stereo not drawn),-0.8,50,i,48,i,1.0
C=CCNc1nc(C(=O)OCC(=O)NCc2ccccc2OC)cs1,0.7,56,i,31,i,0.6
O=C(C[C@@H]1C/C=C\C[C@@H](Cc2ccc(F)cc2)C(=O)OC[C@@H](Cc2c[nH]c3ccccc23)NC1=O)NCCO,2.8,64,i,16,i,1.3
CC(Sc1nnnn1C1CC1)C(=O)N1c2ccccc2NC(=O)C1(C)C (stereo not drawn),-0.2,55,i,54,i,0.8
CC(=O)Nc1ccc(C(=O)COC(=O)CCS(=O)(=O)c2ccccc2)cc1,-0.9,59,i,50,i,0.6
N#Cc1sc2nccc(Nc3ccccc3)c2c1N,1.7,50,i,35,i,0.4

# Bioassay records (PubChem BioAssay)
